Screening data from PubChem.
CSN deneddyl inh: inhibitors of CSN-mediated cullin deneddylation, primary screen, biochemical, fluorescence polarization, uHTS | COP9 signalosome complex subunit 5 (Homo sapiens), Q92905 | Purified CSN, SCF-Nedd8-OG deneddylation | inhibition, % at 12.5 µM | hit rate 0.38% among 360,000;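 active = pattern-corrected inhibition above about 35%, with an unprinted fluorescence ratio check between 0.5 and 1.5, limit read from the data, passing the limit was not always enough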;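 also: 0% = enzyme with substrate and 100% = substrate without enzyme; some results filed as inactive read as strong as hits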
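Material: purified human Csn5 enzyme expressed in HEK293T cells / Medium: Tris buffer pH 7.5, NaCl, DTT, Tween-20, trehalose, ovalbumin / Compound dosing: 12.5 µM single point / Schedule: 90 min incubation of compound, enzyme and substrate at room temperature / Signal: fluorescence polarization of the substrate / Control set: no-enzyme wells high, enzyme-with-substrate wells low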
SUMO1 PPI mod: modulators of SUMO1 protein-protein interactions, primary screen, biochemical, uHTS | Small ubiquitin-related modifier 1 (Homo sapiens), P63165 | SUMO1 binding to a labelled peptide, TR-FRET, 1 h | AID 602429, 2012 | hit rate 0.33% among 360,000 | inhibition, % at 20 µM; in the data active = inhibition above about 37%
Target sequence (P63165 whole entry, looked up): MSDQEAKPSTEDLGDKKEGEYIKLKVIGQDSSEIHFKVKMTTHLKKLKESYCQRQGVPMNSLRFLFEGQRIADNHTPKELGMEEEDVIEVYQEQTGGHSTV
Tb MetRS inh: T. brucei MetRS inhibitors, primary screen, biochemical, luminescence | methionyl-tRNA synthetase (Trypanosoma brucei brucei) | purified T. brucei MetRS, ATP depletion, Kinase-Glo luminescence | inhibition, % at 11.9 µM | hit rate 0.4% among 360,000;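 active = inhibition above a per-plate cutoff of the control wells' mean inhibition plus 3 SD, cut at about 5.5% in these data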;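 also: 0% = DMSO wells median and 100% = median of wells with control inhibitor compound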
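Test system: purified T. brucei MetRS enzyme. Also added: ATP, methionine and E. coli bulk tRNA substrates. Compound: 11.9 µM single point. Schedule: 15 min enzyme-compound preincubation, 2 h reaction, 10 min detection, 25 °C. Signal: luciferase luminescence of residual ATP, Kinase-Glo. Evaluation: percent inhibition versus plate control medians. Controls: DMSO wells, low control.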
NadD block: inhibitors of S. aureus NadD, primary screen, biochemical, colorimetric, uHTS. Nicotinate-nucleotide adenylyltransferase NadD (Staphylococcus aureus N315). purified NadD enzyme, colorimetric absorbance read-out. inhibition, % at 20 µM. hit rate 0.78% among 360,000. AID 602399, 2012; in the data active = inhibition above about 26%; also: some compounds past the cut are filed as inactive
Rpn11 block: Rpn11 (PSMD14) deubiquitinase inhibitors, primary screen, biochemical, fluorescence polarization, uHTS; 26S proteasome non-ATPase regulatory subunit 14 (Homo sapiens), O00487; AID 588493, 2011; human 26S proteasome, Ub4-pepOG fluorescence polarization; 20S core pre-blocked with epoxomicin; calls only at 20 µM; hit rate 0.59% among 360,000;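 active = inhibition at 20 µM, scaled to each plate's controls, above about 33%, limit read from the data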
Target sequence (O00487 whole entry, looked up): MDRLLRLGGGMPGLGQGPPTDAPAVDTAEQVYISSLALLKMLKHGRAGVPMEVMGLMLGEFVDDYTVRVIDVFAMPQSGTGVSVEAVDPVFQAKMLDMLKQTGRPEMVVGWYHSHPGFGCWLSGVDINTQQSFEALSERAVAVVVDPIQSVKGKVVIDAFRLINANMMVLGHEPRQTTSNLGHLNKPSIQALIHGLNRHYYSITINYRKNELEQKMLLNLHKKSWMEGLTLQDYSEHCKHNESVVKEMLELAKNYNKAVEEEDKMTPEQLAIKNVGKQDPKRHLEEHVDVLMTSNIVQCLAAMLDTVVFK
Scp1 inh: Scp-1 phosphatase inhibitors, primary screen, biochemical, colorimetric, uHTS | Carboxy-terminal domain RNA polymerase II polypeptide A small phosphatase 1 (Homo … | Recombinant Scp1, phosphopeptide, malachite green phosphate absorbance | inhibition, % at 20 µM | hit rate 0.88% among 340,000;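 active = inhibition above about 50% at 20 µM, limit read from the data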;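 also: plate controls were DMSO wells with enzyme for no effect and wells lacking enzyme for full effect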
Target sequence (Q9GZU7 76-261 limits assumed): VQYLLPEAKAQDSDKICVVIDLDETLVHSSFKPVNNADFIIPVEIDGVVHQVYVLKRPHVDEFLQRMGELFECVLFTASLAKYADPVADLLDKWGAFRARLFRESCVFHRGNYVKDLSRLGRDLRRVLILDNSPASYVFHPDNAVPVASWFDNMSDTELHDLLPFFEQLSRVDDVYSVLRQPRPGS
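Times: enzyme reaction 45 min at room temperature, colour 5 min, stabilisation 30 min. Material: SCP-1 catalytic fragment, aa 76-261. Medium: Acidic Tris acetate buffer with magnesium and detergent. Signal: colorimetric free-phosphate detection, absorbance 630 nm. Read-out basis: % inhibition of SCP-1 phosphate liberation. Reagent: Phosphorylated 17-residue peptide substrate.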
STEP inh: STEP phosphatase inhibitors, primary screen, biochemical, fluorescence intensity, uHTS; AID 588621, 2011; recombinant STEP, OMFP fluorogenic substrate; hit rate 0.25% among 360,000; inhibition, % at 20 µM;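 active = inhibition at 20 µM, scaled per plate between control wells, above about 37%, limit read from the data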;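 also: 0% = DMSO with enzyme and substrate and 100% = substrate only without enzyme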
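Measure: Control-normalized % inhibition with plate pattern correction | Test system: STEP phosphatase, cell-free reaction | Medium: pH 6.0 Bis-Tris with DTT and Tween 20 | Technique: Fluorescence, 480/540 nm | Times: Reaction 20 min, ambient temperature | Doses: Single compound dose of 20 µM, 1% DMSO final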
DNMT1 inh: human DNMT1 methyltransferase inhibitors, primary screen, biochemical, molecular beacon, fluorescence, HinP1I cleavage, uHTS; DNA (cytosine-5)-methyltransferase 1 (Homo sapiens), P26358; inhibition (reported as % activation of signal), % at 10 µM; hit rate 0.83% among 360,000; AID 588458, 2011; in the data active = inhibition above about 50%
MsrA inhibitor: bovine MsrA enzyme inhibitors, primary screen, biochemical, absorbance, HTS. Methionine sulfoxide reductase A (Bos taurus). hit rate 0.75% among 360,000. AID 651718, 2012. inhibition, % at 15.5 µM. purified bovine MsrA, absorbance read-out; in the data active = inhibition above about 4.5%;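 also: 0% = vehicle wells with enzyme and 100% = reference inhibitor wells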
LMPTP inh: LMPTP phosphatase inhibitors, primary screen, biochemical, fluorescence intensity, uHTS. inhibition, % at 20 µM. recombinant LMPTP-A, OMFP fluorogenic substrate. hit rate 0.22% among 360,000. Low molecular weight phosphotyrosine protein phosphatase (Homo sapiens), P24666. AID 651560, 2012;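 active = compounds that cut the enzyme signal by at least half of the control window in the single-dose screen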;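 also: plate controls were DMSO wells with enzyme plus substrate for no effect and substrate without enzyme for full effect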
Target sequence (P24666 whole entry, looked up): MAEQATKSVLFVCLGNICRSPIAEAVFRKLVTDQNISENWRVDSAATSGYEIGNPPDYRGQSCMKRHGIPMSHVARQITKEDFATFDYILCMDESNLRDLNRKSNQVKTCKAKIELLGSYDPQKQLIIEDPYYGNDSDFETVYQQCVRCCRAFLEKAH
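Test system – LMPTP-A phosphatase enzyme · Quantity – 0.625 nM LMPTP-A final · Reagent – OMFP substrate, 400 µM final · Dosing – one test concentration per compound, 20 µM, with 3% DMSO overall · Timing – 50 min enzyme reaction at room temperature, protected from light · Detection – fluorescence intensity · Controls – substrate-only low control, DMSO enzyme-plus-substrate high control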
The depositor's hits bear a star; i = inactive; nt = no result given.

| SMILES | CSN deneddyl inh | SUMO1 PPI mod | Tb MetRS inh | NadD block | Rpn11 block | Scp1 inh | STEP inh | DNMT1 inh | MsrA inhibitor | LMPTP inh |
| --- | --- | --- | --- | --- | --- | --- | --- | --- | --- | --- |
| O=C(CCCc1c[nH]c2ccccc12)N1CCN(S(=O)(=O)c2cccs2)CC1 | -2 | 2 | 0.4 | -7 | i | -11 | 0 | -10 | 0.2 | 1.7 |
| Cc1cc(F)ccc1N1CCC(N2CCN(C(C)C)C(CCO)C2)CC1 (configuration not stated) | 3 | -1 | -0.7 | -6 | i | 1 | 0 | -1 | 0.2 | 0.3 |
| CCc1cccc(NS(=O)(=O)c2ccc3c(c2)NC(=O)C(C)S3)c1 (configuration not stated) | 3 | 3 | -0.1 | -14 | i | -5 | -4 | -4 | 1.0 | -0.5 |
| COc1cc2c(cc1NC(=O)CSc1ccc(Cl)cc1)oc1ccccc12 | -19 | -2 | 0.1 | -1 | i | -5 | -2 | -3 | -1.4 | 4.2 |
| Cc1cc(C2CCCCC2)n(O)c(=O)c1 | -2 | 3 | -0.9 | 0 | i | -9 | 0 | -3 | 0.0 | -1.4 |
| COC(=O)N1CCCCC1c1cc(C(=O)Nc2ccc3c(c2)OCO3)no1 (configuration not stated) | -1 | 0 | -0.1 | -1 | i | nt | -1 | 2 | -0.5 | -1.8 |
| C=CC[C@@H](CC(=O)N[C@H](CO)Cc1ccccc1)C(=O)N[C@H](C)COC(=O)[C@@H](CC=C)CC(=O)OC(C)(C)C | -4 | -2 | 0.0 | -4 | i | -4 | 2 | 3 | 0.2 | -0.1 |
| Cc1nn(-c2ccccc2)c2nc(C(Cl)(Cl)Cl)[nH]c(=O)c12 | 3 | 21 | -0.3 | -1 | i | -16 | 0 | 1 | -1.6 | -0.5 |
| O=C(O)c1cc(NCc2cccs2)ccc1N1CCOCC1 | 4 | -1 | -0.9 | 1 | i | 2 | -1 | -3 | -0.7 | -0.5 |
| CCC1Sc2ccccc2N(CC(=O)NCCC(C)C)C1=O (configuration not stated) | -2 | 7 | -0.3 | -1 | i | -1 | 1 | 2 | 1.6 | 0.4 |
| CCC(=O)N1CCN(c2ccc(NC(=O)c3ccc([N+](=O)[O-])o3)cc2)CC1 | 2 | -20 | -1.2 | -5 | i | 4 | 0 | 2 | 1.4 | 0.6 |
| Cc1ccc(NC(=S)NCCc2c[nH]c3ccccc23)c(C)c1 | -2 | 3 | -1.1 | -7 | i | -11 | -4 | -2 | 0.0 | 1.5 |
| COc1ccc(C2=NOC(C(=O)Nc3cccc(O)c3)C2)cc1 (configuration not stated) | 3 | 1 | -1.7 | -2 | i | -12 | 0 | 0 | 0.8 | 0.3 |
| OC(c1ccccc1)(c1nc(-c2ccc3c(c2)OCO3)cs1)C(F)(F)F (configuration not stated) | -3 | 4 | -0.5 | -8 | i | nt | -2 | -10 | -1.3 | 1.6 |
| COc1ccc(NC(=O)C2(S(=O)(=O)c3ccc(C)cc3)CC2)cc1OC | 1 | 2 | -0.5 | -4 | i | -9 | -1 | 2 | 1.6 | -1.0 |
| CC12CCC(C(=O)Nc3ccccc3N3CCOCC3)(CC1=O)C2(C)C (configuration not stated) | 2 | -4 | -0.2 | -3 | i | -15 | 1 | 2 | 0.8 | -0.2 |

Some of the entries so far, with each value named:
OC(c1ccccc1)(c1nc(-c2ccc3c(c2)OCO3)cs1)C(F)(F)F (configuration not stated)
  CSN deneddyl inh: -3
  SUMO1 PPI mod: 4
  Tb MetRS inh: -0.5
  NadD block: -8
  Rpn11 block: i
  Scp1 inh: nt
  STEP inh: -2
  DNMT1 inh: -10
  MsrA inhibitor: -1.3
  LMPTP inh: 1.6
COc1ccc(NC(=O)C2(S(=O)(=O)c3ccc(C)cc3)CC2)cc1OC
  CSN deneddyl inh: 1
  SUMO1 PPI mod: 2
  Tb MetRS inh: -0.5
  NadD block: -4
  Rpn11 block: i
  Scp1 inh: -9
  STEP inh: -1
  DNMT1 inh: 2
  MsrA inhibitor: 1.6
  LMPTP inh: -1.0

An excerpt of these results, field by field:
mol: COc1ccc(C2=NOC(C(=O)Nc3cccc(O)c3)C2)cc1 (configuration not stated)
  CSN deneddyl inh = 3
  SUMO1 PPI mod = 1
  Tb MetRS inh = -1.7
  NadD block = -2
  Rpn11 block = i
  Scp1 inh = -12
  STEP inh = 0
  DNMT1 inh = 0
  MsrA inhibitor = 0.8
  LMPTP inh = 0.3
mol: CC12CCC(C(=O)Nc3ccccc3N3CCOCC3)(CC1=O)C2(C)C (configuration not stated)
  CSN deneddyl inh = 2
  SUMO1 PPI mod = -4
  Tb MetRS inh = -0.2
  NadD block = -3
  Rpn11 block = i
  Scp1 inh = -15
  STEP inh = 1
  DNMT1 inh = 2
  MsrA inhibitor = 0.8
  LMPTP inh = -0.2
mol: OC(c1ccccc1)(c1nc(-c2ccc3c(c2)OCO3)cs1)C(F)(F)F (configuration not stated)
  CSN deneddyl inh = -3
  SUMO1 PPI mod = 4
  Tb MetRS inh = -0.5
  NadD block = -8
  Rpn11 block = i
  Scp1 inh = nt
  STEP inh = -2
  DNMT1 inh = -10
  MsrA inhibitor = -1.3
  LMPTP inh = 1.6

The list goes on:
| SMILES | CSN deneddyl inh | SUMO1 PPI mod | Tb MetRS inh | NadD block | Rpn11 block | Scp1 inh | STEP inh | DNMT1 inh | MsrA inhibitor | LMPTP inh |
| --- | --- | --- | --- | --- | --- | --- | --- | --- | --- | --- |
| Cc1ccc(C(=O)CCC(=O)Nc2ccccc2C)cc1C | -3 | -1 | -0.4 | -3 | i | -6 | 0 | -6 | 0.1 | -1.0 |
| CCn1c(=O)cc(SCC(=O)NCCN2CCN(Cc3ccccc3)CC2)c2ccccc21 | 3 | 4 | -0.3 | -1 | i | -8 | -4 | 2 | 0.0 | -2.9 |
| O=C1CS/C(=N/N=C/c2c[nH]c3ccccc23)N1 | 0 | 0 | 0.2 | 3 | i | -2 | -1 | -4 | 4.5 | -1.8 |
| Cc1cccc(C(=O)NNC(=O)c2ccc(O)cc2)c1 | -4 | 3 | -0.4 | -3 | i | -3 | -3 | 2 | 0.8 | -1.3 |
